# Bioassay records as filed in PubChem.
# LDHA inh: blocks human lactate dehydrogenase A; purified LDHA, NADH/diaphorase-resazurin fluorescence; active compounds read low; activity change, % (values are at about 110 or 230 µM); 0.15% of 480,000 active; AID 1347041; in the data active means activity change below about -30%; inconclusive means mostly about -25% to -30%;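 further: plate controls were DMSO wells for no effect and wells without enzyme for full effect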
#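 Remaining NADH was detected by diaphorase (0.133 mg/mL) converting 37 µM resazurin to fluorescent resorufin, read at 0 and 20 minutes. The preceding 5-minute room-temperature reaction used 2 nM LDHA, 0.2 mM sodium pyruvate and 0.06 mM NADH at pH 7.4.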
# TrxR1 substrate: rat thioredoxin reductase 1 substrate activity; O89049; purified TrxR1 substrate turnover, NADPH consumption readout; Potency, µM (titrated, usually from 114 µM), for the others: at the top dose activity change, negative = substrate turnover; 0.01% of 390,000 active; further: potency means the concentration at half of the fitted maximal effect; on the % scale 0 is the no-effect control and ±100 the full control effect; nearly all actives have a fitted effect of over 50% in size
#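 Rat TrxR1, dispensed at 90 nM, was prereduced with 400 uM NADPH (final) for 5 min at ~22 deg C, then incubated with compound 15 min before 400 uM selenite. A first-read NADPH fluorescence drop versus no-compound background flagged substrates.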
# USP1 inh: inhibitors of human USP1/UAF1 deubiquitinase; recombinant USP1/UAF1, Ub-Rhodamine cleavage fluorescence; Potency, µM (top dose mostly 57.1 µM), inactives show at the highest dose activity change, negative = inhibition, hits mostly inhibitors; 0.23% of 390,000 active; AID 743255; further: potency means the concentration at half of the fitted maximal effect; on the % scale 0 is the no-effect control and ±100 the full control effect; nearly all actives have a fitted effect of over 60% in size; inactives centre near -12
# Target sequence (O94782 whole entry, looked up): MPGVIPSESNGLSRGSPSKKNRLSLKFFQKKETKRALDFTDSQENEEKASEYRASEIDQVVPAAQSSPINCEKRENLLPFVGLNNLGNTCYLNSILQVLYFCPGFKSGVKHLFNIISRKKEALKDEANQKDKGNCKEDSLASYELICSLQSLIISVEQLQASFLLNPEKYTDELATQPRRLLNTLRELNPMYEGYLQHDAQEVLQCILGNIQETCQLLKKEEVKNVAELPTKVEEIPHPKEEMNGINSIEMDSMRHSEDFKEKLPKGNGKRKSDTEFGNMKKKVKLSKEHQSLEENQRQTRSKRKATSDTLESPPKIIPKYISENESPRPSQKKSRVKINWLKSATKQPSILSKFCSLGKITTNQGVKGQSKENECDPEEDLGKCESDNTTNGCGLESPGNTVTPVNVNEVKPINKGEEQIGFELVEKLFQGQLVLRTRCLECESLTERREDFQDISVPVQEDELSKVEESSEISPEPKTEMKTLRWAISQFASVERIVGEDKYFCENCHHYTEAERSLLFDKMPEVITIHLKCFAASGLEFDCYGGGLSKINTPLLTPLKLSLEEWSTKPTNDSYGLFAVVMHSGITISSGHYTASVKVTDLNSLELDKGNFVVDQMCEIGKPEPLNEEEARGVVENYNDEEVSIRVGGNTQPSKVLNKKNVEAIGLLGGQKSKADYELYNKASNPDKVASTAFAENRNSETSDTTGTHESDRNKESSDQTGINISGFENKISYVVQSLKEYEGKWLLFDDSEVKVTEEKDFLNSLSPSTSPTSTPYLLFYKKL
#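 1 nM enzyme complex + cpd, 15 min RT; start with Ub-Rho 150nM final; kinetic fluorescence ex 480/em 540, 6 reads q60 s. Buffer 50mM HEPES pH 7.8, 0.5mM EDTA, 0.1 mg/ml BSA, 1mM TCEP, 0.01% Tween-20.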
# Vif-APOBEC3F blk: Vif-A3F binding inhibition; HeLa A3F-eYFP + Vif (tagged APOBEC3F with the HIV-1 protein that degrades it), YFP fluorescence increase; Potency, µM (doses to about 46.1 µM), for the others: at the highest dose activity, negative = active; 0.2% of 390,000 active; further: potency means the concentration at half of the fitted maximal effect; % of control where 0% means no effect; nearly all actives have a fitted effect of over 65% in size
#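 Fluorescence increase (Ex 488/Em 500-530) after overnight compound treatment at 37 deg C flags inhibition of Vif-driven A3F-eYFP loss in stable HeLa A3F-eYFP/Vif cells seeded overnight beforehand.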
# mIDH1 inhibitor: human IDH1 R132H inhibition. IDH1-R132H enzyme, NADPH consumption, diaphorase/resazurin fluorescence. AID 602179. Potency, µM (series often up to 76.6 µM), without a hit: at the top dose activity change, negative = inhibition, most hits filed as inhibitors. 0.093% of 390,000 active; further: potency means the concentration at half of the fitted maximal effect; on the % scale 0 is the no-effect control and ±100 the full control effect; nearly all actives have a fitted effect of over 65% in size
#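 IDH1-R132H (0.5 ug/mL) preincubated 30 min with compound, then NADPH (0.016 mM) and alpha-KG (2 mM) added; 80 min at RT, pH 7.5. Remaining NADPH coupled via diaphorase/resazurin to fluorescence (540/590 nm); concentration-response curves normalized to no-enzyme control.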
# RGS4 inhibitor: inhibitors of human regulator of G protein signaling 4; P49798; Transcreener GDP fluorescence polarization, RGS4-accelerated GTP hydrolysis; Potency, µM (titrated, usually from 114 µM), without a hit: top-dose activity change, negative = inhibition, most hits filed as inhibitors; 0.039% of 390,000 active; AID 504845; further: potency means the concentration at half of the fitted maximal effect; on the % scale 0 is the no-effect control and ±100 the full control effect; nearly all actives have a fitted effect of over 75% in size; some results filed as inactive show a strong effect at the top dose
# Target sequence (P49798 whole entry, looked up): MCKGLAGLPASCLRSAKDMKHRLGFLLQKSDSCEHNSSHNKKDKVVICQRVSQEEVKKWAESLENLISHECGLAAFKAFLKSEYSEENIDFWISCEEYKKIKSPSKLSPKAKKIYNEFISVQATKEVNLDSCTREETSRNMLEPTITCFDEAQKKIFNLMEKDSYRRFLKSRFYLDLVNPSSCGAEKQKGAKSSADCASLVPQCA
#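 MLSMR compounds (23 nl, pin-transferred) preincubated 10 min at room temperature with a 500nM (2x) first reagent, then RGS4 at 900nM (2x) plus Transcreener GDP mix added; fluorescence polarization (620/688 nm) read before and after 90 min at 30 °C.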
# Vif-A3G inh: inhibitors of Vif-APOBEC3G interaction; HeLa A3G-eYFP + Vif (tagged APOBEC3G with the HIV-1 protein that degrades it), YFP fluorescence, overnight; AID 602310; 0.076% of 410,000 active; Potency, µM (titrated, usually from 46.1 µM), inactives show at the highest dose activity, negative = active, hits mostly inhibitors; Q9HC16;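 further: potency means the concentration at half of the fitted maximal effect; on the % scale 0 is the no-effect control and ±100 the full control effect; nearly all actives have a fitted effect of over 60% in size; hits raise eYFP signal because A3G escapes Vif-driven loss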
#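 Read-out is eYFP fluorescence (Ex 488/Em 500-530) from Vif-expressing HeLa A3G-eYFP cells; more signal means A3G escaped Vif-mediated degradation. Cells plated overnight, compound pinned in, incubated overnight at 37 deg C.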
# TrxR1 inh: inhibitors of rat thioredoxin reductase 1 | Potency, µM (highest dose often 114 µM), inactives show at the top dose activity change, negative = inhibition, actives largely listed as inhibitors | recombinant rTrxR1, NADPH fluorescence consumption, selenite substrate | 1% of 390,000 active | O89049 | AID 588453; further: potency means the concentration at half of the fitted maximal effect; on the % scale 0 is the no-effect control and ±100 the full control effect; nearly all actives have a fitted effect of over 65% in size
#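 Rat TrxR1 (90 nM in the dispensed reagent) was pre-reduced with 400 uM NADPH for 5 min at room temperature, then incubated with compound for 15 min. After 400 uM selenite was added, NADPH fluorescence (Ex 340/Em 450 nm) was followed for 8 min.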
# GRP78 ERSR act: induces the endoplasmic reticulum stress response in human glioma cells. U87-MG GRP78 promoter luciferase reporter, 16 h. Potency, µM, inactives show top-dose activation, most hits filed as activators. 0.02% of 420,000 active. AID 602332; further: potency means the concentration at half of the fitted maximal effect; series mostly up to about 76 µM; % of control where 0% means no effect; nearly all actives have a fitted effect of over 35% in size
#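 ERSR induction read as luciferase luminescence (Bright-Glo, 10 min at room temperature) in stably transfected human U87-MG glioma cells exposed to compounds for 16 h, using GRP78 as sensor.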
# Active calls of the source: *; ? = inconclusive; . = no result given; & = joins results of further samples; [ ] = dose if it differs, or a comment. Unless noted, the call rests on the fitted dose curve; in most records, active means well fitted curve in the direction sought with a large enough effect; inconclusive means small, poorly fitted or top-dose-only effect, or another doubt; inactive means no such curve, though single readings can be large; an effect the other way counts as inactive or inconclusive. This is a subset. The share of hits here may be higher or lower than overall.
SMILES,LDHA inh,TrxR1 substrate,USP1 inh,Vif-APOBEC3F blk,mIDH1 inhibitor,RGS4 inhibitor,Vif-A3G inh,TrxR1 inh,GRP78 ERSR act
O=C(CSc1ncccn1)N1CCN(Cc2ccccc2)CC1,-7,5%[57.1 µM],-14%,-8%,6%,0%,1%,-15%[57.1 µM],-2%
O=C(Nc1ccc(Br)cc1)N1CCC(CN2CCCC2)CC1,0,-5%,-14%,0%,-7%,9%,7%,-3%,2%
CN1C(=O)c2ccccc2Sc2ccc(NC(=O)N3CCOCC3)cc21,1,-3%[57.1 µM],-12%,-6%,7%,3%,0%,5%[57.1 µM],-7%
Cc1ccc(S(=O)(=O)Nc2nc3ccccc3nc2N2CCc3ccccc3C2)cc1,-6,13%,-8%,0%,4%,-4%,-1%,-3%,-2%
COc1ccc(S(=O)(=O)NCCc2ccccn2)cc1,-1,-2%,6%,4%,1%,-14%,2%,4%,-1%
CCOc1ccccc1NC(=O)Cn1c(=O)c(OCC)nc2cnccc21,0,6%,-21%,-4%,5%,-10%,-6%,31%,-4%
COc1ccc(-c2ccc(CN3C(CC(C)C)C(=O)N(Cc4cn(CC5CCCCC5)nn4)CCS3(=O)=O)cc2)cn1 (stereo not drawn),1,.,-27%,3%,2%,.,-13%,.,0%
CCCc1cc(C(=O)N/N=C/c2ccc(C)o2)c2ccccc2n1,3,11%[57.1 µM],-7%,-11%,4%,-29%,?,-9%[57.1 µM],-4%
CCCCOC(=O)c1ccc(NC(=O)COC(=O)C2CSC3(C)CCC(=O)N23)cc1 (stereo not drawn),0,-7%,-26%,1%,13%,-7%,-1%,9%,2%
O=C(/C=C/c1ccc2c(c1)OCO2)NCCCN1CCOCC1,-8,21%,-10%,2%,3%,3%,-1%,-5%,-2%
CCOc1ccc(N(CC(=O)NC2CCCCCC2)S(=O)(=O)c2ccccc2)cc1,-8,-5%,-10%,0%,3%,-7%,0%,-6%,-2%
Cc1cccc2cc(COC(=O)c3cccc([N+](=O)[O-])c3)c(=O)[nH]c12,-1,6%,-11%,1%,12%,-8%,1%,15%,-1%
CCOC(=O)N1CCN(C(=O)CCSCCc2ccncc2)CC1,-10,-5%,5%,0%,1%,35%,4%,-12%,-3%
Cc1sc2ncn(CC(=O)N3CCN(c4ccccc4F)CC3)c(=O)c2c1S(=O)(=O)N1CCN(c2ncccn2)CC1,1,-3%,-28%,-3%,6%,-1%,-4%,-2%,-3%
c1ccc2[nH]c(-c3cscn3)nc2c1,-10,-4%,-5%,5%,-6%,19%,-1%,10%,0%&-2%&1%&0%
COCCn1c(SCC(=O)N2CCCc3ccccc32)nnc1-c1ccco1,-13,10%,-12%,0%,4%,17%,2%,-5%,-3%
Cc1cccc(C(=O)OCC(=O)Nc2ccc(F)cc2)c1,-22,-4%,-6%,18%,1%,18%,-3%,12%,-1%
COc1cccc(CNCCSc2nnnn2C)c1OC,0,5%,-2%,1%,1%,-28%,-1%,8%,-4%
COc1ccc(CNC(=O)C2CCN(C(=O)c3ccc(F)cc3)CC2)cc1OC,-3,-1%,-18%,-2%,-11%,5%,-5%,9%,-1%
CCOC(=O)C(CC)Sc1nnc2[nH]c(=O)cc(C)n12 (stereo not drawn),-4,3%[57.1 µM],-14%,0%,-2%,14%,4%,17%[57.1 µM],-3%
Cc1ccc(NS(=O)(=O)c2ccc3[nH]c(=O)[nH]c3c2)cc1,2,8%,-22%,-11%,6%,-13%,-5%,32%,-5%
CCC(C)NC(=O)c1cc(-c2ccccc2O)on1 (stereo not drawn),-15,2%[57.1 µM],-2%,-2%,-3%,7%,4%,-2%[57.1 µM],0%
O=C(CCn1cccc1)Nc1cc(F)ccc1F,-1,-2%[57.1 µM],-19%,5%,5%,4%,-7%,12%[57.1 µM],2%
Cc1ccccc1NC(=O)NCCN1C(=O)C2C3C=CC(C3)C2C1=O (stereo not drawn),-6,9%[57.1 µM],-8%,-11%,-3%,-23%,-4%,-3%[57.1 µM],1%
C=CCN(C(=O)CSc1nc2c(sc3ccccc32)c(=O)n1CCN(CC)CC)c1ccccc1,5,-4%[57.1 µM],-16%,-29%,4%,-43%,?,12%[57.1 µM],-7%

# Of the compounds above, these have two or more sulfur atoms.
SMILES,LDHA inh,TrxR1 substrate,USP1 inh,Vif-APOBEC3F blk,mIDH1 inhibitor,RGS4 inhibitor,Vif-A3G inh,TrxR1 inh,GRP78 ERSR act
Cc1sc2ncn(CC(=O)N3CCN(c4ccccc4F)CC3)c(=O)c2c1S(=O)(=O)N1CCN(c2ncccn2)CC1,1,-3%,-28%,-3%,6%,-1%,-4%,-2%,-3%
C=CCN(C(=O)CSc1nc2c(sc3ccccc32)c(=O)n1CCN(CC)CC)c1ccccc1,5,-4%[57.1 µM],-16%,-29%,4%,-43%,?,12%[57.1 µM],-7%

# (more compounds)
SMILES,LDHA inh,TrxR1 substrate,USP1 inh,Vif-APOBEC3F blk,mIDH1 inhibitor,RGS4 inhibitor,Vif-A3G inh,TrxR1 inh,GRP78 ERSR act
COc1cccc(-c2nnc(SCC(=O)N3CCCc4ccccc43)o2)c1,-4,5%[57.1 µM],-20%,0%,2%,-35%,-6%,7%[57.1 µM],-2%
CCSc1nnc(NC(=O)C2CCN(C(=O)c3ccco3)CC2)s1,-5,4%,.,.,.,9%,-1%,11%,-2%
Cc1ccc(CNC(=O)C2CCCN(c3ncnc4onc(-c5ccc(F)cc5)c34)C2)cc1 (stereo not drawn),-24&-5,-1%,-25%,-4%,-4%,-2%,-1%,4%,-2%
COc1ccc(N2CCN(Cc3nc(-c4ccc(C)cc4)no3)CC2)cc1,4,0%,-5%,1%,12%,-25%,4%,24%,-3%
NC(=O)C1=C[C@H](c2ccc(Br)cc2)C[C@H](OCc2ccc(CO)cc2)O1,1,-6%,-30%,1%,-7%,-17%,-2%,0%,3%
CCC(=O)N1CCc2cc(Br)cc(S(=O)(=O)N3CCC(C(=O)Nc4ccccc4CC)CC3)c21,-3,1%,-2%,3%,7%,-7%,2%,8%,-2%
COc1ccc(Cl)cc1NC(=O)CN(C)C(=O)COc1ccccc1F,0,4%,-12%,6%,28%,-10%,-5%,10%[57.1 µM],-3%
O=C(c1ccco1)N1CCN(C(c2ccccn2)c2nnnn2C2CCCC2)CC1 (stereo not drawn),3,14%,-23%,1%,0%,4%,0%,-23%,-3%
CCN1CCN(CC(=O)c2c[nH]c3ccc(C)cc23)CC1,-5,-1%,-13%,3%,13%,-28%,-1%,7%,-2%
COc1cc(C2c3sc(=O)[nH]c3SC3C4CCC(C4)C23)ccc1O (stereo not drawn),-5,1%,-16%,0%,-12%,-43%,2%,4%,-4%
CCOC(=O)c1sc(NC(=O)CC)nc1C,-4,1%,-22%,-3%,-3%,5%,-5%,20%,1%
O=C(Nc1nc2ccccc2s1)C1CCCN1S(=O)(=O)c1ccc(Cl)cc1 (stereo not drawn),-8,-9%,-22%,-5%,-3%,45%,1%,-1%,-3%
Cc1c(C(=O)NCCCN2CCCC2=O)oc2ccccc12,-1,2%,-4%,-7%,3%,-12%,1%,-2%,4%
Cc1ccc(NC(=O)C(Nc2ccccc2)c2ccccc2)cc1 (stereo not drawn),-11,13%[57.1 µM],-40%,0%,0%,3%,-2%,10%[57.1 µM],-2%
COc1ccc(-n2nc(C(=O)NCC(=O)N3CCN(c4ccccn4)CC3)c3ccccc3c2=O)cc1OC,-1,-4%,-13%,-4%,3%,11%,-1%,6%,2%
Cc1ccc(/C=N/NC(=O)C2CC(=O)N(c3ccccc3)C2)s1 (stereo not drawn),-4,-9%,-16%,-21%,5%,-16%,?,-2%,-2%
CCN(CC(=O)NCc1cccs1)S(=O)(=O)c1ccc(F)c(F)c1F,-5,-2%,-1%,-7%,-4%,-42%,-3%,6%,-3%
C/C(=N\NC(=O)C(=O)Nc1cccc(Cl)c1)c1ccncc1,-2,-7%,-16%,-8%,3%,23%,2%,-4%,-1%
CC(=O)c1cccc(NC(=S)Nc2ccc(F)cc2)c1,-11,-7%,-14%,1%,-2%,3%,2%,?,-1%

# One compound at a time, from the list above.
# COc1cc(C2c3sc(=O)[nH]c3SC3C4CCC(C4)C23)ccc1O (stereo not drawn) in the list: LDHA inh = -5; TrxR1 substrate = 1%; USP1 inh = -16%; Vif-APOBEC3F blk = 0%; mIDH1 inhibitor = -12%; RGS4 inhibitor = -43%; Vif-A3G inh = 2%; TrxR1 inh = 4%; GRP78 ERSR act = -4%
# Cc1ccc(NC(=O)C(Nc2ccccc2)c2ccccc2)cc1 (stereo not drawn) in the list: LDHA inh = -11; TrxR1 substrate = 13%[57.1 µM]; USP1 inh = -40%; Vif-APOBEC3F blk = 0%; mIDH1 inhibitor = 0%; RGS4 inhibitor = 3%; Vif-A3G inh = -2%; TrxR1 inh = 10%[57.1 µM]; GRP78 ERSR act = -2%
